# MOR-DOR ag: agonists of OPRM1-OPRD1 heterodimerization, primary screen, cell-based, luminescence; Mu-type opioid receptor (Homo sapiens) + Delta-type opioid receptor (Homo sapiens), …; AID 504326, 2011; cells; 0.3% of 340,000 active; activation, % at 9.3 µM; in the data active = activation above about 18%;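 note: 0% = vehicle-treated cells and 100% = reference agonist; values of inactives mirror those of a sister screen read the other way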
# CAL PDZ FP: untagged CAL PDZ binding inhibitors, primary screen, biochemical, fluorescence polarization, HTS; Golgi-associated PDZ and coiled-coil motif-containing protein (Homo sapiens), Q9HD26; purified CAL PDZ, TMR-peptide fluorescence polarization, 1 h; inhibition, % at 24.9 µM; 0.92% of 300,000 active; AID 602252, 2012;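 active = mean inhibition of at least 30% with at least half of replicates also reaching 30%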;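 note: 0% = DMSO neutral control and 100% = excess unlabeled competitor peptide PRC23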
# Keap1 Nrf2 FP: Keap1-Nrf2 protein-protein interaction inhibitors, primary screen, biochemical, fluorescence polarization, single point; Keap1 Kelch-Nrf2 peptide fluorescence polarization, 1536-well; inhibition, % at 9.4 µM; 0.15% of 340,000 active; AID 504523, 2011; in the data active = inhibition above about 12%;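 note: human Keap1 Kelch domain with fluorescein labeled Nrf2 9mer peptide probe; 0% = neutral control wells and 100% = peptide positive control; higher means more block of Keap1 binding to Nrf2 peptide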
# Target sequence (Q14145 whole entry, looked up, the tested form may be a part): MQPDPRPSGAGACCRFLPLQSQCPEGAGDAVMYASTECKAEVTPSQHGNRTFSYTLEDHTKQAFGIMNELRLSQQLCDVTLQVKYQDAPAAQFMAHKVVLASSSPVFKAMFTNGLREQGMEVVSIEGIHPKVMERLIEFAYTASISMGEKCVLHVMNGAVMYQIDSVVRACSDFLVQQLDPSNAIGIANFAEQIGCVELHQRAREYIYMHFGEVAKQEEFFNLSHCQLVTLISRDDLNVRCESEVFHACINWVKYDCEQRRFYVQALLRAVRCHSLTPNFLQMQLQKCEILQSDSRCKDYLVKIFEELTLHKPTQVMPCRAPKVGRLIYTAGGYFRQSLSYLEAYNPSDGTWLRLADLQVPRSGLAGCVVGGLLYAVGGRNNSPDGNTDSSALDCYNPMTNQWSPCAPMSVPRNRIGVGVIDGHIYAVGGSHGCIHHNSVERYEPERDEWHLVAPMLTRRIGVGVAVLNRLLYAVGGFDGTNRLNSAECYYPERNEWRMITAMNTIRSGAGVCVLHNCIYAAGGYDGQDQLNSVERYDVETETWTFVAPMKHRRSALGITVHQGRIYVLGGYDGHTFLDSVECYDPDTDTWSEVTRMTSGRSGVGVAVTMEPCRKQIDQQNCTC
# Cardiac RTF inh: cardiac RTF calcium sensitivity inhibitors, primary screen, biochemical, IANBD-TnC fluorescence, EC70 calcium. Troponin I, cardiac muscle (Homo sapiens) + Troponin T, cardiac muscle (Homo sapiens) + …. inhibition, % at 7.15 µM. 0.12% of 340,000 active. IANBD-labeled cardiac RTF, Ca2+ fluorescence;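 active = inhibition above the mean inhibition of all tested compounds plus 3 SD, cut at about 17% in these data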;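 note: assay run at fixed EC70 calcium of 1.6 mM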
# OPRM1-OPRD1 inv: inverse agonists of MOR-DOR heterodimerization, primary screen, cell-based, luminescence; cell-based MOR-DOR heterodimer luminescence, inverse agonism; inhibition, % at 9.3 µM; 0.21% of 340,000 active; AID 504357, 2011; in the data active = inhibition above about 22%, passing the limit was not always enough;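 note: 0% = cells with DMSO and 100% = wells without cells with DMSO; values of inactives mirror those of a sister screen read the other way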
# cardiac RTF act: cardiac RTF calcium sensitivity activators, primary screen, biochemical, IANBD-TnC fluorescence, EC20 calcium | IANBD-labeled TnC RTF fluorescence at EC20 calcium; 0% EC20 calcium, 100% full calcium | Troponin I, cardiac muscle (Homo sapiens) + Troponin T, cardiac muscle (Homo sapiens) + … | 0.24% of 340,000 active | activation, % at 7.2 µM;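 active = activation above the mean over all tested compounds plus 3 SD, cut at about 30% in these data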;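 note: rise in fluorescence read as greater calcium sensitivity of cardiac thin filaments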
# C-LANA FP: inhibitors of KSHV C-LANA binding to DNA, primary screen, biochemical, fluorescence polarization, FAM-LBS DNA, MBP-C-LANA, single point; Kaposi's sarcoma herpesvirus LANA C-terminal domain (residues 932-1162) DNA binding; inhibition, % at 9 µM; 0.078% of 340,000 active; AID 504423, 2011;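 active = highest replicate inhibition at or above 60% at 9 µM, even if other replicates fall short; inactive = all replicates below 60% inhibition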;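 note: 0% = neutral control wells and 100% = 4 µM acridine orange control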
# HTR5A inv ctr: HTR5A inverse agonists in luminescence cell assay, primary screen, counter-screen for OPRM1-OPRD1 heterodimer inverse agonist project, full-deck HTS; HTR5A cell line, inverse agonism; inhibition, % at 9.3 µM; 0.083% of 340,000 active; in the data active = inhibition mostly above about 23%, no sharp cut-off; inactive = mostly below about 18%;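 note: 0% = cells with DMSO and 100% = no-cell wells with DMSO; some compounds called inactive have numbers as strong as hits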
# Target sequence (P47898 whole entry, looked up): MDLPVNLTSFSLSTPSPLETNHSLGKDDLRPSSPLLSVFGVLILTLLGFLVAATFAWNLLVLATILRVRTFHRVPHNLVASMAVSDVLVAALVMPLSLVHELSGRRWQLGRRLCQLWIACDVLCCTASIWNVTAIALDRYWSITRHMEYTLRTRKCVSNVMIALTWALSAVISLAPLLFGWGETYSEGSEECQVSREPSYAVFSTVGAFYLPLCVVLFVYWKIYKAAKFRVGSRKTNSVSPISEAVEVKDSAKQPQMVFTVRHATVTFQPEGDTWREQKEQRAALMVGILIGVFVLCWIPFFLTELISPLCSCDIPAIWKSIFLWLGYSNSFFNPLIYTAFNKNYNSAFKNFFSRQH
# HTR5A ag: HTR5A agonists in luminescence cell assay, primary screen, counter-screen for OPRM1-OPRD1 heterodimer agonist project, full-deck HTS; cell-based; activation, % at 9.3 µM; 0.61% of 340,000 active; in the data active = activation mostly above about 9.5%, no sharp cut-off; inactive = mostly below about 7.6%;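 note: 0% = cells with vehicle only and 100% = reference agonist; strong numbers were not always called active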
# V-ATPase pHluor: regulators of yeast V-ATPase proton pumping, primary screen, pHLuorin cytosolic pH fluorescence; response, % at 10 µM; AID 504577, 2011; S. cerevisiae; 0.37% of 350,000 active; in the data active = response mostly above about 7.3%, no sharp cut-off; inactive = mostly below about 5.4%; note: actives read high; inactives centre near 0; some compounds called inactive have numbers as strong as hits; reference of the scale not given here
# The depositor's hits bear a star; · = no result given.
smiles,C-LANA FP,cardiac RTF act,Keap1 Nrf2 FP,V-ATPase pHluor,OPRM1-OPRD1 inv,Cardiac RTF inh,HTR5A inv ctr,MOR-DOR ag,HTR5A ag,CAL PDZ FP
COc1ccc2c(c1)c1nc3ccccc3nc1n2Cc1ccc(OC)c(OC)c1,8.2,14,2,1,-24,-20,0,4.7,1,-1
O=C(CNC(=O)c1cccs1)OCC(=O)c1ccccc1,-0.3,-2,0,1,8,-2,-3,-1.4,1,-1
CCOC(=O)CCCCC(=O)c1[nH]c(=O)[nH]c1CSc1nc(C)cc(=O)[nH]1,-0.9,-1,-5,-1,3,-5,6,-0.6,2,-4
CCOc1ccc(Cn2nnc(C(=O)NCc3ccc(OC)cc3)c2N)cc1,-0.5,-1,-7,1,8,-4,4,-1.7,-2,-3
Cc1ccc(C)c(NS(=O)(=O)c2cc(C(=O)NCc3ccccn3)ccc2C)c1,-0.5,1,0,-1,2,-1,-8,-0.4,2,-2
CCOc1ccc2c(C)cc(=O)oc2c1OCC,-1.9,-3,-3,-1,-5,3,-35,0.9,-6,-2
COc1ccc(C(=S)NC2CCCCC2)cc1,1.5,-4,2,-2,14,-10,0,-2.9,0,-4
COc1cc(C=O)ccc1OCC(=O)Nc1ccc2c(c1)OCO2,-4.4,2,-4,3,21,7,6,-5.2,-2,-3
CCC1(C(=O)OC)NC(c2ccccc2OC)C2C(=O)N(C)C(=O)C21 (configuration not stated),1.5,0,0,-2,10,-13,-15,-1.9,0,1
COc1ccccc1-n1cnnc1SCC(=O)Nc1cccnc1Cl,-0.4,0,2,-2,12,-3,1,-2.4,0,-8
Cc1cc(=O)oc2cc(OC(C)C(=O)NCC3CCC(C(=O)O)CC3)ccc12 (configuration not stated),2.2,5,-8,3,10,-4,-7,-2.1,4,3
CC(C)CCC(CC(C)O)c1n[nH]c(=S)n1-c1ccccc1 (configuration not stated),-2.1,2,0,-1,3,-3,-9,-0.5,6,-6
O=C(NCc1cccs1)C1CCCN1C(=O)Nc1ccccc1 (configuration not stated),-1.0,-7,-6,-7,15,-3,11,-2.4,1,5
CC(C)(CCl)C(=O)Nc1ccc(OC(F)(F)F)cc1,1.2,-3,-3,1,-4,7,5,0.7,-2,2
COCCNC(=O)Cn1c(=O)n(CCCCCC(=O)Nc2ccccc2)c(=O)c2sccc21,0.4,4,-5,5,7,12,7,-1.5,5,-2
COc1cccc(CNC(=O)c2cccnc2Sc2ccccc2)c1,2.3,-5,-4,-1,14,-1,-7,-2.8,3,0
CC/C=C/C(=O)N1CC2(CC(c3cccc(NC(=O)COc4ccc(Cl)cc4)c3)=NO2)C[C@H]1C(N)=O (some centres not stated),2.5,-5,-6,2,6,-11,-22,-1.1,-1,-2
CCC(CC)c1nnc(NC(=O)CS(=O)(=O)Cc2ccccc2)s1,-0.4,-3,2,9,-1,-6,12,0.2,-1,0
COC(=O)Nc1nnc(Cc2ccc(OC)cc2)s1,0.7,7,-4,-3,10,-12,-19,-1.9,-3,3
COC(=O)COc1ccc(/C=N/NC(=O)CN(c2ccccc2OC)S(=O)(=O)c2ccccc2)cc1,-7.1,-6,-1,3,15,-2,8,-2.7,-2,-3

# An excerpt from above in order of the V-ATPase pHluor value, smallest number first.
SMILES	V-ATPase pHluor
O=C(NCc1cccs1)C1CCCN1C(=O)Nc1ccccc1 (configuration not stated)	-7
COC(=O)Nc1nnc(Cc2ccc(OC)cc2)s1	-3
CCOc1ccc(Cn2nnc(C(=O)NCc3ccc(OC)cc3)c2N)cc1	1

# Next structures follow:
smiles,C-LANA FP,cardiac RTF act,Keap1 Nrf2 FP,V-ATPase pHluor,OPRM1-OPRD1 inv,Cardiac RTF inh,HTR5A inv ctr,MOR-DOR ag,HTR5A ag,CAL PDZ FP
COc1ccc(C(=O)N/C(=C\c2cn(S(=O)(=O)N(C)C)c3ccccc23)C(=O)NCCCN2CCOCC2)cc1,-0.2,2,-1,3,7,-3,-2,-1.3,6,-4
O=C(Nc1ccccc1C(=O)NCC1CCCO1)c1ccccc1 (configuration not stated),0.3,-1,1,3,15,8,7,-2.9,-3,-1
NS(=O)(=O)c1ccc(CCNC(=O)CN2CCN(Cc3cccc(C(F)(F)F)c3)CC2)cc1,-2.2,-1,1,3,-2,-1,-5,0.2,-2,·
N/C(=N\N=C\c1ccco1)SC1CC(=O)N(c2ccc(C(=O)O)cc2)C1=O (configuration not stated),2.6,2,-1,1,-4,6,7,0.9,-2,2
Cc1cccc(NC(=O)CCN2CCC(C)CC2)c1,0.6,-1,3,3,14,-4,-4,-2.8,1,2
COc1ccc(C=O)cc1CN1CCCN(Cc2ccccc2F)S1(=O)=O,-1.4,0,5,-4,12,-4,5,-2.4,-1,-3
C/C=C/c1ccc(OCC(=O)Nc2cc(OC)c(OC)c(OC)c2)c(OC)c1,-1.6,14,-3,-7,3,-6,-2,-0.6,0,1
CN(C(=O)c1cccc(NC(=O)Cc2cccc(NC(=O)C3CCN(C(=O)C4CCC4)CC3)c2)c1)C1CCC1,-0.9,-3,-7,3,14,-3,8,-3.0,-2,0
O=C(N/N=C/c1ccc(N2CCOCC2)o1)c1cccc(F)c1,1.1,6,-4,-2,8,7,2,-1.5,10,-1
Cc1ccc(NC(=O)CSc2nc3c(c(=O)[nH]2)CN(Cc2ccc(F)cc2)CC3)cc1C,-0.6,-1,-5,-2,7,0,9,-1.1,-3,-3
Cc1ccc(N2C(=O)N(CC(=O)N3c4ccccc4CC3C)C(=O)C2C)cc1 (configuration not stated),-2.5,3,-4,5,18,-3,3,-3.8,-2,-7
Cc1ccc(OCCSc2nc3ccccc3n2CC(=O)O)c(C(C)C)c1,-1.6,-3,-6,-2,14,-6,16,-3.2,-5,-10
O=C(Cn1c(NCCO)nc2ccccc21)c1ccc(Cl)cc1,-1.4,-3,-4,1,4,-4,15,-1.0,-6,-7
CS(=O)(=O)N1CCCC(C(=O)NCc2ccccc2Cl)C1 (configuration not stated),-0.3,-3,-4,-3,15,-7,-17,-2.6,-4,-2
COc1ccc(C(=O)OCc2c(C)noc2C)cc1,-0.4,-1,-1,7,8,6,15,-1.5,-5,·
O=C1CN(C(=O)COC(=O)c2oc3ccccc3c2COc2ccccc2)c2ccccc2N1,-0.5,-1,-1,0,-6,1,-6,1.2,2,1
CCCCNC(=O)CNC(=S)N(Cc1ccccc1)Cc1cccnc1,-0.4,1,1,1,15,0,-19,-2.8,1,0
COC(=O)C1C(c2ccccc2)C(C(=O)OCc2ccco2)C1c1ccccc1 (configuration not stated),-0.1,10,-5,-1,-12,-22,-22,2.1,-1,-3
Cc1ccc(C(=O)CSc2nnc(CNc3ccc(C)cc3C)o2)cc1,0.1,2,-1,-7,-12,-6,-55,1.9,4,9
CS(=O)(=O)N1CCC(C(=O)NCc2ccncc2)CC1,-0.6,-7,0,7,15,-6,-12,-2.4,-1,-5

# Exported as labelled records: two of the compounds above
Cc1ccc(NC(=O)CSc2nc3c(c(=O)[nH]2)CN(Cc2ccc(F)cc2)CC3)cc1C
  C-LANA FP: -0.6
  cardiac RTF act: -1
  Keap1 Nrf2 FP: -5
  V-ATPase pHluor: -2
  OPRM1-OPRD1 inv: 7
  Cardiac RTF inh: 0
  HTR5A inv ctr: 9
  MOR-DOR ag: -1.1
  HTR5A ag: -3
  CAL PDZ FP: -3
Cc1ccc(OCCSc2nc3ccccc3n2CC(=O)O)c(C(C)C)c1
  C-LANA FP: -1.6
  cardiac RTF act: -3
  Keap1 Nrf2 FP: -6
  V-ATPase pHluor: -2
  OPRM1-OPRD1 inv: 14
  Cardiac RTF inh: -6
  HTR5A inv ctr: 16
  MOR-DOR ag: -3.2
  HTR5A ag: -5
  CAL PDZ FP: -10

# The list goes on.
smiles,C-LANA FP,cardiac RTF act,Keap1 Nrf2 FP,V-ATPase pHluor,OPRM1-OPRD1 inv,Cardiac RTF inh,HTR5A inv ctr,MOR-DOR ag,HTR5A ag,CAL PDZ FP
Cc1cc(=O)n2nc(N3CCCC(C(=O)NCc4cccc(Br)c4)C3)sc2n1 (configuration not stated),0.3,12,-2,0,2,-8,9,-0.4,-6,·
NS(=O)(=O)c1cccc(NC(=O)c2cncc(Br)c2)c1,-0.1,5,2,0,12,-7,-22,-2.5,1,-2
Cc1[nH]c2ccccc2c1C(O)c1ccncc1 (configuration not stated),-0.2,2,-3,-1,1,-2,3,-0.2,-1,0
O=C(COc1cccc2cccnc12)N/N=C1\SCC(=O)N1Cc1ccco1,-1.8,-10,-1,1,1,6,-14,-0.2,4,-4
CC(C)(C)NC(=O)CN(C(=O)c1snc(C(=O)NC2CCCCC2)c1N)c1ccccc1F,0.1,4,-4,-1,-5,-14,8,0.7,-3,4
c1ccc(-c2noc(-c3ccccc3-c3ccccc3)n2)cc1,1.7,2,-1,5,4,-6,-9,-0.8,0,-2
CCn1c(CNC(=O)c2cccs2)nnc1SCC(=O)Nc1ccc(Cl)cc1,-0.2,2,-2,-1,2,-7,2,-0.4,-1,-4
CC(=O)NC1=NN(C(C)=O)C(C)(c2ccc(Br)cc2)S1 (configuration not stated),0.2,3,1,-1,9,-2,-36,-1.7,0,-3
Cc1ccc(C(=O)NS(=O)(=O)c2ccccc2)cc1,2.3,6,-2,4,12,-3,-10,-2.4,4,15
COc1ccccc1NC(=O)COc1cc(Br)c(CNCCCN2CCOCC2)cc1OC,-0.7,-2,0,-2,4,-3,-17,-0.8,6,16
CCC(C)NC(=O)c1ccc(N2CC3CC(C2)c2cccc(=O)n2C3)c(NC(=O)c2ccc(Br)o2)c1 (configuration not stated),0.7,2,2,4,14,0,10,-2.7,-1,-1
Cn1c(C(=O)NCCCN2CCc3ccccc3C2)cc2c(=O)n(C)c3ccccc3c21,2.3,-3,0,2,1,-5,-1,-0.2,0,·
O=C(Nc1ccc(Cl)cc1)N(Cc1nnc2n1CCCCC2)c1ccccc1,0.6,5,0,3,18,-5,7,-3.2,3,5
COCCNC(=O)c1cc2cc3ccc(OC)cc3nc2o1,0.6,-1,6,-4,-2,-10,4,0.4,-1,3
Cc1cc(C)cc(C(=O)NC(CC(N)=O)c2ccc(NC3CCCC3)c([N+](=O)[O-])c2)c1 (configuration not stated),0.4,2,-2,7,7,-16,-11,-1.2,1,-9

# Single entries from the results shown.
# COc1ccccc1NC(=O)COc1cc(Br)c(CNCCCN2CCOCC2)cc1OC in HTR5A ag = 6
# Cc1cc(=O)n2nc(N3CCCC(C(=O)NCc4cccc(Br)c4)C3)sc2n1 (configuration not stated) in HTR5A ag = -6

# Source: PubChem BioAssay
